COUP-TFII inh: NR2F2 transcriptional activity inhibitors, primary screen, cell-based, luciferase reporter, HEK293T, luminescence | AID 686940, 2013 | HEK293T NGFI-A luciferase reporter | inhibition, % at 8.6 µM | actives 0.7% (n = 370,000);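 active means inhibition above a per-plate cutoff, mean inhibition of test wells between control levels plus 3 SD, cut at about 38% in these data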;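 further: cells cotransfected with COUP-TFII expression vector driving the NGFI-A reporter; 0% = median of COUP-TF2 test wells and 100% = reporter-only cells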
Target sequence (P24468 whole entry, looked up): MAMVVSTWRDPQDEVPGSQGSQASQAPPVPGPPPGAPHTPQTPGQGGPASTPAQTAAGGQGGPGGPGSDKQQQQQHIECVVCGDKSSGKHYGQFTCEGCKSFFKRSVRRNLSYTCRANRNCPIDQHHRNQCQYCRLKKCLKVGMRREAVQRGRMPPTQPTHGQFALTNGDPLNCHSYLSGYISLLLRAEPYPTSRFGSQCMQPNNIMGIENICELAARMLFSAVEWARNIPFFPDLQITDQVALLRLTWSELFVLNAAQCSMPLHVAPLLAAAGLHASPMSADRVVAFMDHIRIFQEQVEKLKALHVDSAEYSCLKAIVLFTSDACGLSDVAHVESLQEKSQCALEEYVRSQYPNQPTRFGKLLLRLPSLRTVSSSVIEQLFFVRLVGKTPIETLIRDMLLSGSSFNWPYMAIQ
Shn3 3UTR inh: reduction of Shn3 3'UTR firefly luciferase signal, primary screen, Schnurri-3 inhibitor project, cell-based, Clone20 osteoblasts, set 2; inhibition, % at 12.5 µM; Clone20 osteoblast Shn3 3'UTR firefly luciferase, 24 h; AID 588674, 2011; actives 0.52% (n = 360,000);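 active means mean inhibition of at least 75% with every replicate also reaching 75%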;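 further: 0% = median of neutral control wells and 100% = pilot-screen positive control compound; some compounds past the cut are filed as inactive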
TROY signal inh: inhibitors of TROY-driven NF-kB signaling, primary screen, Q293 LMP1-TROYcd cells, NF-kB luciferase, uHTS | inhibition, % at 10 µM | AID 1347056, 2019 | actives 0.98% (n = 360,000) | Q293 LMP1-TROYcd NF-kB luciferase reporter, 4 h;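 active means compounds whose plate-normalised and pattern-corrected inhibition of the luciferase reporter signal at the single screening dose is 50% or more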
EBV LMP1 NFkB: EBV LMP1-driven NF-kappaB luciferase reporter inhibitors, primary screen, cell-based, luminescence, single point; LMP1-induced NF-kappaB luciferase reporter cells; inhibition, % at 12.5 µM; actives 0.69% (n = 350,000); AID 504558, 2011; in the data active means inhibition above about 41%;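 further: 0% = neutral control wells and 100% = reference inhibitor control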
LRH-1 inv ag: LRH-1 (NR5A2) inverse agonists, primary screen, cell-based, luminescence, HEK293T, StAR-luciferase reporter | inhibition, % at 3.6 µM | actives 0.13% (n = 360,000) | AID 602396, 2012 | LRH-1 transfected, 24 h | Nuclear receptor subfamily 5 group A member 2 (Homo sapiens), O00482;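 active means inhibition above the mean inhibition of all tested compounds plus 3 SD, cut at about 73% in these data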;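 further: 0% = DMSO wells and 100% = reporter-only cells lacking LRH-1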
Target sequence (O00482 whole entry, looked up): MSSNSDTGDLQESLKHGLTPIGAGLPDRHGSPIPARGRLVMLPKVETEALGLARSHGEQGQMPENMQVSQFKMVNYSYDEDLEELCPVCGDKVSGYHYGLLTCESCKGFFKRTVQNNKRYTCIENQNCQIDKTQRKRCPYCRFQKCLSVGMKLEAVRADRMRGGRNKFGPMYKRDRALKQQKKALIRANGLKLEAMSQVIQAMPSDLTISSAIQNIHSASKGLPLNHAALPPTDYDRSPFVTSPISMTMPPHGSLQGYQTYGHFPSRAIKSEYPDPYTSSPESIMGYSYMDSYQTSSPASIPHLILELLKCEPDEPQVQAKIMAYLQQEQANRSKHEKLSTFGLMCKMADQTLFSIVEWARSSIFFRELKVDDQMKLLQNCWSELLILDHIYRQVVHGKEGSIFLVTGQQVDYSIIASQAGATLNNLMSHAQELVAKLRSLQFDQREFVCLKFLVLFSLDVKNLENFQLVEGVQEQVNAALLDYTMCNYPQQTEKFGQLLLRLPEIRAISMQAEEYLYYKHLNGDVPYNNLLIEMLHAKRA
KKLEB cytotox: cytotoxicity in KKLEB CF airway cells, primary screen, cytotoxicity control for CF NF-kB inhibitor project, cell-based, uHTS, fluorescence assay plates; activity change (cytotoxicity), % at 5 µM; AID 602141, 2011; KKLEB CF airway cells viability, ATPlite luminescence, overnight; stronger effect = lower value; cells stimulated with P. aeruginosa culture filtrate; actives 0.36% (n = 360,000);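 active means corrected activity change at or below -50% at 5 µM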
TWEAK-Fn14 inh: inhibitors of TWEAK-Fn14 signaling, primary screen, luciferase reporter cells, uHTS; TWEAK-stimulated Fn14 reporter cells, luciferase luminescence, 8 h; inhibition, % at 10 µM; actives 2% (n = 360,000); AID 1159606, 2016; in the data active means inhibition above about 50%
CF NFkB inh: inhibitors of PAF-induced NF-kB signaling, primary screen, cell-based, GFP fluorescence, uHTS | KKLEB NF-kB-GFP reporter, GFP fluorescence overnight | inhibition, % at 5 µM | actives 0.86% (n = 360,000) | AID 588850, 2011;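 active means at least 50% inhibition at 5 µM, scaled per plate between neutral and stimulator controls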;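 further: PAF is a Pseudomonas aeruginosa culture filtrate used as stimulus; plate controls were PAF-stimulated DMSO wells for no effect and unstimulated DMSO wells for full effect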
NCOA1 inh: SRC1 coactivator transcriptional activity inhibitors, primary screen, cell-based, luminescence; Nuclear receptor coactivator 1 (Homo sapiens), Q15788; HEK293 GAL4-SRC1 luciferase reporter; inhibition, % at 3.6 µM; actives 0.12% (n = 360,000); AID 588354, 2011;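 active means inhibition above the campaign mean plus 3 SD, with each screening campaign given its own cutoff, cut at about 60% in these data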;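 further: 0% = DMSO treated cells and 100% = gossypol at 36 µM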
NCOA3 inh: SRC3 coactivator transcriptional activity inhibitors, primary screen, cell-based, luminescence; inhibition, % at 3.6 µM; actives 0.17% (n = 360,000); AID 588352, 2011; HEK293 GAL4-SRC3 luciferase reporter;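 active means inhibition above a per-campaign cutoff, the mean of all compounds plus 3 SD, cut at about 60% in these data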;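 further: 0% = DMSO-treated cells and 100% = gossypol-treated cells at 36 µM; higher means less SRC3-driven luciferase light from the GAL4 reporter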
C8 TRAIL sens: viability loss with TRAIL in NB7+C8 cells, primary screen, TRAIL sensitizer project, cell-based, ATPlite luminescence; actives 1% (n = 360,000); inhibition (viability loss, TRAIL sensitization), % at 10 µM;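 active means compounds causing at least 50% loss of cell viability in the single-dose screen, relative to plate controls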
* hit, by the source's call; · = not tested or not shown.

Key to letters – A = COUP-TFII inh; B = Shn3 3UTR inh; C = TROY signal inh; D = EBV LMP1 NFkB; E = LRH-1 inv ag; F = KKLEB cytotox; G = TWEAK-Fn14 inh; H = CF NFkB inh; I = NCOA1 inh; J = NCOA3 inh; K = C8 TRAIL sens
1: COc1ccc(C2/C=C\CN(C(=O)C3CCCC3)CC(=O)N2Cc2ccc(F)cc2)cc1 (stereo unspecified)
  A: -64 | B: -61 | C: -15 | D: 13 | E: -15 | F: 5 | G: -2 | H: -15 | I: -5 | J: 0 | K: -3

2: O=C(Cc1ccccc1)Nc1ccccc1C(=O)Nc1ccc(C(=O)O)cc1
  A: -13 | B: -3 | C: 11 | D: -5 | E: -19 | F: 7 | G: 4 | H: -20 | I: 1 | J: -11 | K: 0

3: O=C(CC1C(=O)NCCN1Cc1ccc(-c2ccccc2)cc1)NCCOc1cccnc1 (stereo unspecified)
  A: 12 | B: 17 | C: 12 | D: 0 | E: 4 | F: -2 | G: 21 | H: -5 | I: 1 | J: -11 | K: 9

4: CC(=O)Nc1ccc(S(=O)(=O)N2CCN=C2SCc2cccnc2)cc1
  A: 5 | B: 14 | C: 1 | D: 3 | E: -23 | F: 2 | G: -6 | H: 1 | I: 9 | J: 0 | K: 3

5: C=CCOC(=O)C1=C[C@@H](c2ccccc2)[C@H](CCCO)[C@@H](OCC)O1
  A: 6 | B: -7 | C: 16 | D: 4 | E: 8 | F: 4 | G: -2 | H: 29 | I: 6 | J: -1 | K: -20

6: C[C@@H]1CN([C@H](C)CO)C(=O)CCCn2nncc2CO[C@@H]1CN(C)C(=O)Nc1ccc(N2CCCCC2)cc1
  A: 9 | B: -1 | C: 10 | D: 3 | E: 16 | F: 1 | G: 11 | H: -7 | I: -9 | J: -6 | K: -12

7: CN(CC(=O)Nc1ccc(Cl)c(S(=O)(=O)N2CCOCC2)c1)C(=O)c1cccs1
  A: 5 | B: 7 | C: -3 | D: 3 | E: 2 | F: 4 | G: 1 | H: -6 | I: -6 | J: -1 | K: -4

8: Cc1ccc(C(=O)COC(=O)c2cc(Cl)nc3ccccc23)cc1C
  A: 10 | B: 11 | C: -25 | D: 4 | E: -5 | F: 0 | G: 12 | H: 2 | I: 4 | J: -4 | K: -13

9: Cc1ccc(-c2nc3cc(C)ccc3o2)cc1
  A: -20 | B: 4 | C: 65* | D: -12 | E: -69 | F: -23 | G: 84* | H: -4 | I: -82 | J: -59 | K: 54*

10: COC(CNC(=O)c1ccc2nc3ccccc3c(=O)n2c1)OC
  A: 10 | B: 10 | C: 24 | D: -1 | E: -10 | F: 2 | G: 25 | H: -7 | I: -7 | J: -23 | K: 4

11: COc1cc(OC)cc(C(=O)Nc2ccc(NC(=O)c3ccco3)c(Cl)c2)c1
  A: -46 | B: -21 | C: -18 | D: 0 | E: -6 | F: 0 | G: -17 | H: -4 | I: -20 | J: 6 | K: -1

12: COc1ccc(S(=O)(=O)NNC(=O)Nc2ccc(F)cc2F)c(OC)c1
  A: -7 | B: -23 | C: 23 | D: -13 | E: 7 | F: -22 | G: -1 | H: 33 | I: -26 | J: 6 | K: 2

13: O=C(CN(c1ccc(F)cc1)S(=O)(=O)c1ccccc1)NC1CCCCCC1
  A: -4 | B: 17 | C: -14 | D: 12 | E: -4 | F: 15 | G: -1 | H: 7 | I: -9 | J: -11 | K: -7

14: CCOC(=O)[C@]12CCCC=C1N(Cc1ccc(Cl)cc1Cl)C(=O)[C@H](CC(=O)NCCCCc1ccccc1)C2
  A: 5 | B: · | C: 13 | D: · | E: 16 | F: · | G: 16 | H: · | I: · | J: · | K: 14

15: COc1cc(C2C(C(=O)c3ccc(C)o3)=C(O)C(=O)N2c2cc(C)on2)cc(Br)c1O (stereo unspecified)
  A: -3 | B: 9 | C: 13 | D: 1 | E: -15 | F: -13 | G: -4 | H: -12 | I: -13 | J: -23 | K: -13

16: CCc1ccc(OCC(=O)Nc2cc(S(=O)(=O)CC)ccc2O)cc1
  A: 6 | B: -15 | C: 2 | D: 9 | E: -16 | F: 8 | G: -7 | H: 7 | I: -4 | J: 6 | K: 11

17: Cc1cc(Br)cc(C)c1NC(=O)c1ccccc1[N+](=O)[O-]
  A: 12 | B: -14 | C: 3 | D: 1 | E: 11 | F: -6 | G: 20 | H: 10 | I: 10 | J: 15 | K: -1

18: COc1ccc([N+](=O)[O-])c(OC)c1C(=O)NC(=O)Nc1nc(C)nc(C)n1
  A: -11 | B: 2 | C: -8 | D: 4 | E: 8 | F: -1 | G: 1 | H: 12 | I: 6 | J: 21 | K: -8

19: COc1ccccc1-n1cnnc1SCC(=O)Nc1cc(C(C)(C)C)nn1-c1ccccc1
  A: 20 | B: -15 | C: -10 | D: -12 | E: -4 | F: 5 | G: 11 | H: 11 | I: 4 | J: 3 | K: -9

20: COc1ccc(NC(=O)c2cccnc2)c(OC)c1
  A: -1 | B: -10 | C: -4 | D: 0 | E: -16 | F: 4 | G: 3 | H: 7 | I: -14 | J: 6 | K: -11

21: Cc1ccc(Cn2ncc3c(N4CCN(c5ccccc5C)CC4)ncnc32)cc1
  A: 9 | B: 39 | C: 14 | D: 34 | E: 19 | F: -15 | G: 45 | H: 16 | I: 2 | J: 9 | K: 30

22: CCOC(=O)Cn1nnnc1C(CC)N(Cc1cccs1)Cc1cc2cc(C)ccc2[nH]c1=O (stereo unspecified)
  A: 18 | B: 4 | C: 20 | D: -3 | E: 1 | F: -2 | G: -17 | H: -6 | I: -9 | J: 18 | K: 1

23: CN(C)S(=O)(=O)c1cccc(NC(=O)c2cc(-c3cccs3)nn2-c2ccccc2)c1
  A: 1 | B: 13 | C: 6 | D: 0 | E: 10 | F: 1 | G: 33 | H: 4 | I: 1 | J: 11 | K: -7

24: CCOC(=O)C(C(C)=O)=C1SC2CS(=O)(=O)CC2S1 (stereo unspecified)
  A: 10 | B: -37 | C: -10 | D: -14 | E: 10 | F: -5 | G: 7 | H: -4 | I: -4 | J: -3 | K: -1

25: OCCCn1c(C2CCCN2c2nc(-c3ccc(Cl)cc3)cs2)nc2cc(Cl)c(Cl)cc21 (stereo unspecified)
  A: -9 | B: -11 | C: 2 | D: 2 | E: 19 | F: -6 | G: 0 | H: -16 | I: -7 | J: -3 | K: -9

26: CCn1c(=O)cc(OCC(=O)N2CCc3ccccc32)c2ccccc21
  A: 22 | B: 0 | C: -13 | D: 2 | E: 1 | F: -6 | G: -20 | H: -9 | I: -8 | J: -5 | K: -1

27: CCOC(=O)C(C)n1cnc2c(nnn2Cc2ccc(C)cc2)c1=O (stereo unspecified)
  A: 2 | B: -13 | C: -38 | D: 1 | E: -8 | F: -8 | G: 14 | H: 22 | I: -5 | J: -13 | K: -11

28: CCOC(=O)N1CCC(N2Cc3cccc(C(=O)Nc4ccc(OCC)cc4)c3C2=O)CC1
  A: 1 | B: -9 | C: -10 | D: 0 | E: -14 | F: 4 | G: -17 | H: -17 | I: -16 | J: -7 | K: 8

29: CC12CC(c3ccccc3O1)N(C(=O)c1ccco1)C(=O)N2c1ccccc1 (stereo unspecified)
  A: -8 | B: -63 | C: -18 | D: -6 | E: 20 | F: 1 | G: -20 | H: -2 | I: -9 | J: 22 | K: -1

30: CCn1c(CNc2nc3ccccc3n2C(C)C)nc2ccccc21
  A: -1 | B: 18 | C: 7 | D: 7 | E: -12 | F: -9 | G: 99* | H: 5 | I: -21 | J: 8 | K: 13

31: Nc1ccn([C@@H]2O[C@H](C(=O)Nc3cc(C(F)(F)F)cc(C(F)(F)F)c3)[C@@H](O)[C@H]2O)c(=O)n1
  A: 3 | B: 3 | C: 4 | D: · | E: 7 | F: -4 | G: 2 | H: 15 | I: -1 | J: 15 | K: -24

32: COc1ccc2nc(C(c3ccc(C)cc3)n3c(-c4ccccc4Br)nc4ccccc43)[nH]c2c1 (stereo unspecified)
  A: -34 | B: -88 | C: -15 | D: · | E: -125 | F: -1 | G: 26 | H: -17 | I: -83 | J: -76 | K: 19

33: CCCCCCNc1c([N+](=O)[O-])c(=O)sc2ccccc12
  A: -3 | B: 1 | C: 33 | D: -5 | E: -14 | F: -3 | G: 15 | H: 15 | I: -1 | J: 14 | K: 12

34: CN(C)c1ccc(NC(=S)NCC2CCCO2)cc1 (stereo unspecified)
  A: -21 | B: -21 | C: -49 | D: -2 | E: -71 | F: 4 | G: 1 | H: -2 | I: -67 | J: -43 | K: 13

35: CCN(Cc1ccccc1)c1ccc(/C=N/N2CCOCC2)cc1
  A: 7 | B: -26 | C: -43 | D: -8 | E: 49 | F: 4 | G: -20 | H: -11 | I: -10 | J: -29 | K: 6

36: CC(=O)Nc1ccc(S(=O)(=O)N2CCN(c3nc4ccccc4n3CC(C)C)CC2)cc1
  A: 7 | B: 20 | C: -1 | D: 10 | E: -1 | F: 3 | G: -2 | H: -10 | I: -2 | J: 9 | K: -3

37: CC1CN(C(=S)Nc2ccc(Cl)cc2)CC(C)O1 (stereo unspecified)
  A: 1 | B: 17 | C: -8 | D: -6 | E: -17 | F: 7 | G: 6 | H: -6 | I: 11 | J: -3 | K: -3

38: FC(F)(F)c1cc(Cl)c2nc(-c3ccccc3)c(Cc3ccsc3)n2c1
  A: 11 | B: · | C: -37 | D: · | E: 2 | F: · | G: 9 | H: · | I: · | J: · | K: 6

39: Cc1ccc(-c2nnc(/C=C/c3ccccc3)o2)cc1
  A: -24 | B: -33 | C: 4 | D: -1 | E: -65 | F: 8 | G: -20 | H: -7 | I: -31 | J: -23 | K: 5

40: Cn1c(=O)c(C(=O)COc2ccc(F)cc2Cl)c(N)n(Cc2ccccc2)c1=O
  A: -17 | B: 22 | C: 7 | D: -18 | E: 12 | F: 11 | G: -35 | H: 2 | I: 24 | J: 18 | K: -1

Retrieved one by one from the list above, 3 records:
Key to letters – A = COUP-TFII inh; B = Shn3 3UTR inh; C = TROY signal inh; D = EBV LMP1 NFkB; E = LRH-1 inv ag; F = KKLEB cytotox; G = TWEAK-Fn14 inh; H = CF NFkB inh; I = NCOA1 inh; J = NCOA3 inh; K = C8 TRAIL sens
40: Cn1c(=O)c(C(=O)COc2ccc(F)cc2Cl)c(N)n(Cc2ccccc2)c1=O
  A: -17 | B: 22 | C: 7 | D: -18 | E: 12 | F: 11 | G: -35 | H: 2 | I: 24 | J: 18 | K: -1

38: FC(F)(F)c1cc(Cl)c2nc(-c3ccccc3)c(Cc3ccsc3)n2c1
  A: 11 | B: · | C: -37 | D: · | E: 2 | F: · | G: 9 | H: · | I: · | J: · | K: 6

34: CN(C)c1ccc(NC(=S)NCC2CCCO2)cc1 (stereo unspecified)
  A: -21 | B: -21 | C: -49 | D: -2 | E: -71 | F: 4 | G: 1 | H: -2 | I: -67 | J: -43 | K: 13

Source: PubChem BioAssay

An excerpt (hit frequency here may not be typical).
